GPR55 LPI antagonism: inhibition of LPI-stimulated GPR55 beta-arrestin translocation – imaging, U2OS, beta-arrestin-GFP, LPI agonist, primary screen (AID 2013); inhibition, % at 10 µM, or IC50 in µM where a hit was titrated; U2OS GPR55 beta-arrestin-GFP translocation imaging, LPI antagonism; higher % means a stronger effect; actives 0.13% (n = 290,000);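 active = spots per cell inhibited over 60%, with over 100 cells counted and total cytoplasm intensity under 500,000; inconclusive = wells with under 100 cells, flagged as likely toxic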;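 note: U2OS cells stably carrying GPR55 and arrestin-GFP stimulated by 5 µM LPI near EC80; imaged beta-arrestin-GFP aggregate spots per cell after agonist stimulation; plate controls were LPI-stimulated DMSO wells for no effect and DMSO wells without LPI for full effect; some results filed as inactive read as strong as hits; confirmed hits need IC50 under 10 µM and bright autofluorescent wells are also inconclusive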
K1F lysis inhibition: protection from phage-mediated lysis, alamar blue read-out – E. coli UTI89, K1F phage, bacterial capsule biogenesis inhibitors (AID 488966). E. coli UTI89 K1F phage lysis, alamar blue, 2 h; higher % means a stronger effect. actives 0.02% (n = 340,000). inhibition, % at 100 µM, or IC50 in µM where a hit was titrated;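 active = phage lysis inhibition, versus mean bacterial control, above a set limit; inconclusive = no clear call, values can overlap the other calls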;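 note: capsule biogenesis inhibitors block K1F phage lysis so surviving cells raise fluorescence; higher fluorescence means more inhibition of phage lysis; actives were called in the ten point dose series up to 300 µM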
Rac1 GTP hydrolysis: MgcRacGAP GTPase-activating activity inhibitors, confirmation, biochemical, ADP Hunter fluorescence; MgcRacGAP-stimulated Rac1 GTP hydrolysis, ADP Hunter fluorescence; higher % means a stronger effect; GST-tagged Rac1 F28L mutant substrate; inhibition, % at 30 µM; hits with a dose series show IC50 in µM; actives 0.6% (n = 340,000);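 active = first-screen hits whose inhibition reached a set limit at any dose in the follow-up dose series; inconclusive = inhibition above the set first-screen limit but never retested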;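 note: fluorescence reports GDP produced by GAP-driven GTP hydrolysis; strong numbers were not always called active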
HIV fusion peptide: inhibitors of HIV fusion peptide binding, primary screen, biochemical, uHTS, fluorescence dequenching (AID 1986); cell-free peptide binding, fluorescence dequenching, 30 min; higher % means a stronger effect; one-dose inhibition, % at 20 µM; IC50 in µM for titrated hits; actives 0.3% (n = 290,000); in the data active = inhibition mostly above about 52%, no sharp cut-off; inactive = mostly below about 76%; note: some results filed as inactive read as strong as hits
Large T inhibition: TAg ATPase/helicase activity blockers – biochemical (AID 1903); SV40 large T antigen ATPase/helicase inhibition assay; higher % means a stronger effect; inhibition, % at 20 µM, or IC50 in µM where a hit was titrated; actives 0.39% (n = 310,000); in the data active = a potency from the dose series; inconclusive = inhibition mostly from about 32% at the one dose, without a potency; inactive = the rest, 99 in 100 with inhibition below about 32%; note: strong numbers were not always called active
GPR35 antagonists: inhibition of zaprinast-stimulated GPR35 beta-arrestin translocation – imaging, U2OS, beta-arrestin-GFP, zaprinast agonist, primary screen (AID 2058) | actives 0.052% (n = 290,000) | U2OS GPR35 beta-arrestin-GFP translocation imaging, zaprinast antagonism; higher % means a stronger effect | one-dose inhibition, % at 10 µM; IC50 in µM for titrated hits;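 active = inhibition of at least 50% with at least 30 cells and total cytoplasm GFP at most 10,000,000; inconclusive = under 30 cells or total GFP of 10,000,000 plus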
RSV antiviral HEp-2: inhibition of RSV-induced cytopathic effect – HEp-2 cells, primary 10 µM value included (AID 2391) | HEp-2 cells, RSV-induced CPE inhibition; higher % means a stronger effect | one-dose CPE inhibition, % at 10 µM; IC50 in µM for titrated hits | actives 0.13% (n = 310,000); in the data active = a potency from the dose series; inconclusive = CPE inhibition mostly from about 23% at the one dose, without a potency; inactive = the rest, 99 in 100 with CPE inhibition below about 21%; note: strong numbers were not always called active
Salmonella PhoP GFP: PhoP-dependent GFP reporter repression – Salmonella Typhimurium, primary screen (AID 1863) | inhibition, % at 50 µM, or IC50 in µM where a hit was titrated | actives 0.16% (n = 300,000) | S. Typhimurium PhoP-regulated promoter GFP reporter, 4 h; higher % means a stronger effect;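 active = inhibition over 29.93%, a cutoff 3 SD above the screen mean, later confirmed by dose response; inconclusive = inhibition over 29.93% but no dose response follow-up; inactive = inhibition at most 29.93% or unconfirmed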;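 note: 0% = low Mg2+ inducing control and 100% = high Mg2+ repressing control; strong numbers were not always called active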
Dengue-2 NS5 capping: Dengue-2 NS5 methyltransferase inhibitors, primary screen, biochemical, confirmation dose response (AID 588689). inhibition, % at 25 µM, or IC50 in µM where a hit was titrated. Dengue-2 NS5 methyltransferase capping enzyme assay, biochemical; higher % means a stronger effect. actives 0.3% (n = 340,000); in the data active = a potency from the dose series; inconclusive = inhibition above about 29% without an active follow-up result
Dengue-2 NS5 capping pilot replicate: second read-out of Dengue-2 NS5 capping, no call of its own (marks repeat the call); inhibition, %; measured here: pilot screen replicate inhibition
Active calls of the source: *; ? = inconclusive; . = not tested or not shown; [ ] = remark or other dose.

SMILES	GPR55 LPI antagonism	K1F lysis inhibition	Rac1 GTP hydrolysis	HIV fusion peptide	Large T inhibition	GPR35 antagonists	RSV antiviral HEp-2	Salmonella PhoP GFP	Dengue-2 NS5 capping	others
O=C(CC(c1ccccc1)c1cc(Br)ccc1O)NCCCN1CCOCC1 (centres undefined)	8%	0.0%	12%	-0.9%	5%	-2%	-1.2%	0%	-7%
O=C(Nc1cccc(O)c1)c1cccc(NC(=O)c2cccs2)c1	2%	-0.4%	10%	-0.2%	8%	16%	16%	1%	-4%
COc1cccc([C@@H]2Oc3ccc(OC)cc3C(=O)[C@H]2OC(=O)Nc2cc(OC)c(OC)c(OC)c2)c1	16%	.	.	-1.2%	3%	-28%	-2.3%	-6%	.
O=S(=O)(c1ccccc1)N1CC=C(c2ccccc2)CC1	-3%	0.3%	9%	-0.3%	-1%	11%	0.2%	-7%	3%
COc1ccc(N2C3=C(C(=O)CC(C)(C)C3)C(c3ccccc3OC)C3=C2CC(C)(C)CC3=O)cc1	3%	0.5%	8%	-0.8%	?	-20%	.	-2%	5%
COc1ccc(/C=C(/C#N)S(=O)(=O)c2ccc(C)cc2)cc1	10%	-0.2%	-1%	-1.1%	7%	22%	0.5%	0%	-8%
COC(=O)c1ccc2c(=O)n(CCCCCC(=O)NCCNC(C)=O)c(=O)[nH]c2c1	11%	1.6%	2%	0.9%	12%	-10%	0.1%	9%	1%
N#Cc1ccc(-c2c(-c3ccccc3)ncc3cc(F)ccc23)cc1	.	2.9%	18%	.	.	.	3.5%	.	0%
CC(=O)Nc1ccc(S(=O)(=O)NCC(=O)OCC(=O)Nc2sccc2C(N)=O)cc1	.	-0.2%[50 µM]	2%	.	.	.	0.1%	.	-2%
CCOC(=O)c1cc(-c2ccccc2)sc1NC(=O)CC	8%	-2.2%	-4%	1.2%	13%	10%	1.2%	-11%	4%
C=CCn1c(O)c(/C=C2\C=NN=C2c2ccccc2)sc1=S	4%	0.6%	6%	1.3%	9%	24%	?	-6%	2%
O=C(Oc1cccc(NC(=O)c2ccco2)c1)c1cccc(S(=O)(=O)N2CCCC2)c1	3%	-0.3%	6%	-0.6%	18%	2%	-0.7%	-3%	-7%
COc1ccc(Nc2ncnc3nc[nH]c23)cc1OC	2%	-1.4%	9%	-2.4%	15%	-20%	1.2%	11%	0%
CCCCOc1cccc(C(=O)N(Cc2cccs2)C2CCS(=O)(=O)C2)c1 (centres undefined)	-8%	1.7%	5%	-3.3%	-1%	13%	-0.6%	-20%	-4%
COc1cc(CC(=O)OCC(=O)Nc2ccc3c(c2)OCO3)cc(OC)c1OC	-11%	0.4%	12%	-2.1%	-6%	-7%	-0.6%	2%	-3%
Fc1ccc(Br)cc1C1C=C(c2ccc(Br)cc2)Nc2ncnn21 (centres undefined)	2%	0.7%	6%	-0.3%	5%	18%	2.1%	2%	?
COc1cc(OC)cc(C(=O)NNC(=O)c2ccccn2)c1	12%	-0.1%	5%	2.2%	3%	3%	-2.0%	0%	-6%
Cc1ccc(N(CC(=O)N2CCN(C3CCCCC3)CC2)S(=O)(=O)c2cccnc2)cc1	-3%	5.7%	-5%	-1.6%	8%	15%	-0.9%	4%	-1%
Cc1ccc(NC(=O)C2CCN(S(=O)(=O)c3ccc4c(c3)CCCC(=O)N4)CC2)cc1N(C)C	9%	0.1%	7%	1.0%	7%	-9%	2.3%	-6%	-7%
COc1cccc(/C=N/n2c(C3CCCCC3)n[nH]c2=S)c1OC	-2%	1.5%[50 µM]	7%	1.5%	13%	2%	2.1%	-4%	5%
CCOC(=O)Cc1c(C)[nH]c(=S)[nH]c1=O	-5%	0.3%	14%	-0.4%	13%	-3%	0.7%	5%	-2%
Cc1cccc2nc(-c3ccco3)c(Nc3ccc4c(c3)OCCO4)n12	11%	1.1%	19%	8.2%	24%	4%	5.3%	4%	13%
COc1ccc(S(=O)(=O)N2CC(=O)Nc3ccccc32)cc1Cl	-1%	-1.2%	8%	-1.3%	16%	-1%	-0.1%	1%	.
CC(C(=O)Nc1ccc(N(C)C)cc1)N1C(=O)c2ccccc2S1(=O)=O (centres undefined)	.	2.2%[50 µM]	?	.	37%	.	-1.3%	4%	-6%
CCc1ccc(/C=N/NC(=S)NCCc2ccccc2)cc1	-6%	0.9%	9%	-3.7%	-2%	-18%	-0.6%	-1%	1%

Brought forward from above: 2 entries; new compounds follow.
SMILES	GPR55 LPI antagonism	K1F lysis inhibition	Rac1 GTP hydrolysis	HIV fusion peptide	Large T inhibition	GPR35 antagonists	RSV antiviral HEp-2	Salmonella PhoP GFP	Dengue-2 NS5 capping	others
CC(C(=O)Nc1ccc(N(C)C)cc1)N1C(=O)c2ccccc2S1(=O)=O (centres undefined)	.	2.2%[50 µM]	?	.	37%	.	-1.3%	4%	-6%
CCc1ccc(/C=N/NC(=S)NCCc2ccccc2)cc1	-6%	0.9%	9%	-3.7%	-2%	-18%	-0.6%	-1%	1%
OCCN1CCN(CCOc2ccccc2-c2ccccc2)CC1	9%	4.1%	0%	2.3%	1%	-2%	0.7%	0%	-1%
Cc1ccc(S(=O)(=O)CCC(=O)OCC(=O)N2c3ccccc3NC(=O)C2(C)C)cc1	.	0.9%[50 µM]	5%	.	11%	.	-1.0%	-1%	-4%
CSC(=O)CC(=O)NC(=O)c1ccccc1	14%	7.1%	-3%	2.4%	5%	8%	1.3%	13%	3%	Dengue-2 NS5 capping pilot replicate=-0.6
CC1(NC(=O)CCc2ccccc2)CCN(CCCc2ccccc2)C1=O (centres undefined)	.	2.0%	7%	.	.	.	0.9%	.	-7%
O=C(c1ccccc1[N+](=O)[O-])N(CCc1ccccc1)Cc1ccccc1	-8%	-1.4%[50 µM]	-3%	-0.2%	6%	1%	3.3%	-5%	2%
COc1ccccc1N1C(=O)c2cccc3cccc(c23)C1=O	3%	0.1%	7%	-1.4%	1%	10%	2.4%	2%	2%
CC(C)CC(NC(N)=O)C(=O)NCCc1ccc(Cl)cc1Cl (centres undefined)	-2%	0.2%	9%	-1.0%	6%	3%	-0.7%	3%	2%
COc1cccc(N2CCN(C(=O)C3C4C=CC5(CN(Cc6ccccc6Cl)C(=O)C35)O4)CC2)c1 (centres undefined)	8%	0.4%	13%	0.8%	3%	1%	2.3%	1%	-2%
CN1C(=O)C(C)(C)c2cc(S(=O)(=O)N3CCCC3C(=O)NCc3ccccc3Cl)ccc21 (centres undefined)	-6%	1.7%	-7%	0.5%	.	3%	-0.4%	.	-4%
COc1ccc(C2c3c(oc4ccccc4c3=O)C(=O)N2c2ccccn2)cc1OC (centres undefined)	-4%	-0.2%	7%	15%	6%	5%	1.2%	-12%	-2%
CCc1cccc(Oc2nn[nH]n2)c1	3%	5.3%	8%	2.0%	8%	-3%	0.0%	-16%	5%
COc1ccc(S(=O)(=O)N2CCCCC2)cc1NC(=O)c1ccco1	13%	0.6%[50 µM]	2%	-0.8%	3%	12%	0.5%	0%	-2%
COc1ccc(C(CNC(=O)c2cccc(NS(=O)(=O)c3ccc(C)c(F)c3)c2)N2CCCC2)cc1 (centres undefined)	.	1.1%[50 µM]	12%	.	11%	.	-0.7%	1%	-7%
O=C(O)/C=C/C(=O)NC1CCC(CC2CCC(NC(=O)/C=C/C(=O)O)CC2)CC1 (centres undefined)	-2%	-1.9%	-1%	1.3%	10%	-3%	1.3%	-5%	-1%
COc1cccc(CCNC(=O)CCc2nnc(-c3cc(C)oc3C)o2)c1	-4%	0.3%	5%	1.9%	21%	-16%	0.1%	-8%	3%
Cc1cccc(N2CC(O)(c3cccs3)[N+]3=C2CCCC3)c1 (centres undefined)	9%	0.1%	5%	3.2%	4%	-12%	-1.2%	7%	-2%
COc1cc2oc(=O)ccc2cc1[C@H](O)[C@@H](O)C(C)(C)O	.	1.8%	8%	.	.	.	0.8%	.	-1%
CCOC(=O)/C(C#N)=C1/C=Nc2ccccc2N1	9%	0.3%	3%	-1.7%	11%	-5%	1.5%	-15%	-13%
N#Cc1c(-c2ccccc2)cc(C2CC2)nc1SCC(=O)c1cccs1	14%	0.3%	7%	0.3%	-4%	-11%	.	-16%	-2%
C=CCN(CC=C)C(=O)c1ccccc1NC(=O)c1ccccc1C	4%	0.4%	11%	4.1%	6%	8%	-0.2%	-7%	-1%
CCn1c(SCC(=O)N2CCCC2)nc2c(c1=O)SCC2	23%	0.0%	7%	-2.2%	8%	-2%	1.1%	3%	-1%
N#Cc1nc(COc2ccccc2Cl)oc1N1CCCCCC1	-1%	0.1%	10%	3.7%	16%	-1%	.	9%	-1%
N#CC1=C(N)OC2=C(CCc3ccccc32)C1c1ccccc1Cl (centres undefined)	-10%	-0.1%	8%	-1.2%	17%	-3%	11%	2%	-1%
CN(CC12CC3CC(CC(C3)C1)C2)C(=O)c1ccco1	2%	0.3%	-2%	1.7%	15%	-5%	2.0%	6%	1%
O=C(CSc1nc2[nH]ncc2c(=O)n1-c1ccccc1Br)NCc1ccccc1Cl	10%	-0.3%	5%	0.7%	4%	-2%	0.9%	2%	-4%
(next part)
SMILES	GPR55 LPI antagonism	K1F lysis inhibition	Rac1 GTP hydrolysis	HIV fusion peptide	Large T inhibition	GPR35 antagonists	RSV antiviral HEp-2	Salmonella PhoP GFP	Dengue-2 NS5 capping	others
CCn1c(=O)n(CC)c2cc(NC(=O)c3ccccc3Cl)ccc21	-3%	-0.9%	9%	1.1%	6%	30%	3.4%	1%	0%
COc1ccc(C(CNC(=O)CNC(=O)c2ccccc2Cl)N2CCCC2)cc1 (centres undefined)	.	1.3%[50 µM]	6%	.	14%	.	-1.9%	-8%	-11%
O=C(NCCCn1ccnc1)c1cn(Cc2ccc(F)cc2)nn1	-9%	-0.6%	4%	3.4%	3%	17%	-0.7%	-11%	0%
O=C(O)Cn1c(=O)cnc2ccccc21	6%	-0.2%	6%	-0.8%	10%	-8%	1.0%	-3%	-4%
Cc1ccc(C(=O)NCc2cccnc2)cc1S(=O)(=O)Nc1ccccc1	1%	-0.2%	5%	-0.5%	6%	6%	-0.4%	5%	-3%
CCN(C(=O)Cc1c(C(=O)O)n(C)c2ccccc12)c1ccc(F)cc1	0%	.	.	3.9%	14%	-1%	-1.1%	-2%	.
COc1ccc(S(=O)(=O)Nc2cc(C)cc(C)n2)c2ccccc12	0%	0.0%	7%	-1.7%	15%	11%	1.8%	3%	-2%
